# APP transl inh – APP translation inhibition | hit rate 0.82% among 190,000 | SH-SY5Y APP 5'UTR-luciferase reporter, luminescence | AID 1285 | inhibition, % at 2 µM;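 active means inhibition above a set limit, derived from the sample mean plus 3 SD, cut at about 45% in these data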; further: values of inactives mirror those of a sister screen read the other way
# STAT3 blocker – STAT3 signaling inhibition. U3A cells, IL-6 STAT3-luciferase reporter, luminescence; host cell line lacks STAT1. inhibition, % at 5.5 µM. hit rate 0.89% among 190,000;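 active means inhibition above the mean inhibition across all screened compounds plus 3 SD, cut at about 44% in these data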;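 further: 0% = DMSO only wells and 100% = 100 µM nifuroxazide control wells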
# NF-kB expr up – NF-kB expression increase, human neuronal cells. hit rate 1.6% among 190,000. fold change at 12.5 µM. NF-kB reporter expression; stronger effect = higher value. AID 1239; in the data active means fold change above about 3.3
# RAM inhibit – inhibitors of the yeast RAM network; S. cerevisiae dse1pr::URA3 reporter, 5-FOA growth OD615, 2 d; analog-sensitive cbk1-as2 kinase mutant strain; inhibition, % at 50 µM; hit rate 1.8% among 190,000;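 active means inhibition above a set limit, 3 SD over mean compound inhibition, cut at about 8.4% in these data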;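 further: 0% = DMSO-only wells with no growth and 100% = 10 µM 1-NA-PP1 full growth; inhibition rescues growth on 5-FOA so higher OD means more RAM inhibition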
# STAT1 act – increases IFN-gamma driven STAT1 reporter signal | NIH 3T3 STAT1-luciferase reporter, luminescence; 100% = IFN-gamma alone, no compound | activation (% of control), % at 5.5 µM | hit rate 2.6% among 200,000 | AID 932;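 active means activation above the screen-wide mean activation plus 3 SD, cut at about 130% in these data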;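 further: raw ratio to IFN-gamma control signal so 100% means no change and 0% no light; values of inactives mirror those of a sister screen read the other way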
# STAT1 blocker – STAT1 signaling inhibition; NIH 3T3 STAT1-luciferase reporter, IFN-gamma, luminescence; inhibition, % at 5.5 µM; hit rate 0.35% among 200,000;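 active means inhibition above a set limit, the mean inhibition across all tested compounds plus 3 SD, cut at about 34% in these data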;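 further: 0% = IFN-gamma with DMSO and 100% = IFN-gamma with 300 µM nifuroxazide; values of inactives mirror those of a sister screen read the other way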
# Hsp70 act – Hsp70 transcriptional activation, primary screen; HeLa Hsp70 promoter luciferase reporter, luminescence; scaled: vehicle 0, proteasome-inhibitor control 100%; activation, % at 10 µM; hit rate 0.04% among 200,000;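 active means activation above the mean across all tested compounds plus 3 SD, cutoff set per campaign, cut at about 5.5% in these data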;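 further: 100% = MG132 at 30 µM as the positive control and 0% = DMSO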
# STAT3 activator – activators of IL-6 induced STAT3 signaling. U3A cells, IL-6 STAT3-luciferase reporter, luminescence; 100% = signal with IL-6 EC80 alone. AID 871. hit rate 0.91% among 190,000. activation (% of control), % at 5.6 µM;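 active means activation above the screen-wide mean of compound activation plus 3 SD, cut at about 130% in these data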;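 further: 0% = background luminescence of wells with medium and substrate only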
#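 System – human U3A cells carrying STAT3-luciferase construct · Probe or stimulus – Interleukin-6, 33 ng/mL · Schedule – compound 1 h, then IL-6 6 h at 37 °C · Signal – luminescence from STAT3-driven luciferase reporter · Evaluation – percent of IL-6-only median luminescence · Benchmarks – IL-6-only high control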
# APP 5'UTR act – activates APP 5'UTR luciferase reporter; activation, % at 2 µM; hit rate 1% among 190,000; SH-SY5Y APP 5'UTR luciferase reporter, luminescence; zero percent = DMSO vehicle wells;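 active means activation above a set limit, based on mean plus 3 SD of controls, cut at about 140% in these data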; further: values of inactives mirror those of a sister screen read the other way
# FLuc inh counter – counter-screen for luciferase assay inhibitors: firefly luciferase inhibition. AID 1006. ATPLite firefly luciferase biochemical luminescence, 10 min. inhibition, % at 10 µM. hit rate 1.5% among 200,000. P08659;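 active means inhibition above about 50% when tested at 10 µM, limit read from the data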
# Target sequence (P08659 whole entry, looked up): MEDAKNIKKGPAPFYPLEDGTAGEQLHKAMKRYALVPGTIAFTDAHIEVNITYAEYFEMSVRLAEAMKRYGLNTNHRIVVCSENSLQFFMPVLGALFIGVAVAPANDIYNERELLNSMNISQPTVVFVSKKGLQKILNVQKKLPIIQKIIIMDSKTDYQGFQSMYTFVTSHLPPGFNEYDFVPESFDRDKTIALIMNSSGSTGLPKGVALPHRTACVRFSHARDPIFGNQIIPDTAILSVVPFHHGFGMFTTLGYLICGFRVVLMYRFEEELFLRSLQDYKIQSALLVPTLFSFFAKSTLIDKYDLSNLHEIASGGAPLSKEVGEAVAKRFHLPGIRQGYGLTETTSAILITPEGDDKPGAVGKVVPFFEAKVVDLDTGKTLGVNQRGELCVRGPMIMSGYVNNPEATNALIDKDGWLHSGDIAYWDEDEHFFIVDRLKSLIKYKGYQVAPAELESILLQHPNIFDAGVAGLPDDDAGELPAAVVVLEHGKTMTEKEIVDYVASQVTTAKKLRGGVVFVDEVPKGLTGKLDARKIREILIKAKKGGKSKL
# Starred values were filed as active, the others as inactive; . = not tested or not shown.
compound	STAT1 blocker	APP 5'UTR act	STAT1 act	NF-kB expr up	STAT3 blocker	STAT3 activator	Hsp70 act	APP transl inh	FLuc inh counter	RAM inhibit
Nc1nc(CSC(=S)N2CCCCC2)nc(Nc2ccccc2)n1	-36	53	136*	1.9	-21	123	-0.1	-53	1	-0.3
C/C(=N/NC(=O)CCCOc1ccc(Cl)cc1Cl)c1ccc(C)o1	-5	4	104	1.2	-20	114	-0.5	-4	-1	2.3
CCOc1cc(/C=C2\C(=O)N(c3ccc(C(N)=O)cc3)N=C2C)ccc1OC(=O)c1cccs1	-2	20	102	1.1	12	99	0.4	-20	-5	5.6
Cc1ccc(CCN2CC(C(=O)NCc3ccco3)CC2=O)cc1 (configuration not stated)	-3	12	102	1.2	-6	107	-0.2	-12	-5	1.1
Cc1noc(C)c1COc1ccc(C(=O)NCc2ccccn2)cc1	-2	-4	102	1.1	10	96	-0.1	4	-6	1.1
O=C(CSc1ccc(Cl)cc1)N1CCN(c2c(Cl)cccc2[N+](=O)[O-])CC1	-10	17	109	1.5	17	95	-0.3	-17	-3	17*
CC(C(=O)Nc1cccc([N+](=O)[O-])c1)N(c1ccccc1)S(C)(=O)=O (configuration not stated)	10	18	91	1.1	17	93	-0.1	-18	-5	0.2
O=c1c2ccccc2nnn1COc1cccc2ccccc12	-35	49	130*	2.1	6	102	0.2	-49	0	4.5
CC(=O)c1cc2c(cc1N/C(=N/S(=O)(=O)c1ccc(C)cc1)c1ccccc1)OCO2	10	2	91	0.94	-9	105	-0.1	-2	3	5.4
COc1ccc(NC2=C(Cl)C(=O)N(CCc3ccccc3)C2=O)cc1	-47	87	142*	2.8	2	100	-0.2	-87	2	3.7
CC1(C(=O)OCC(=O)c2c[nH]c3ccccc23)CC1(Cl)Cl (configuration not stated)	-41	145*	138*	2.3	-20	115	0.6	-145	28	-1.6
CCC(C(=O)c1ccccc1)N(C(=O)c1ccccc1Cl)N1C(=O)C2C3C=CC(C3)C2C1=O (configuration not stated)	-9	15	108	0.85	8	97	0.1	-15	-7	4.5
CCc1cc2c(=O)[nH]c(Cc3ccc(Cl)cc3)nc2s1	-2	-4	102	1.1	4	103	0.2	4	-9	2.9
Nc1nnc(CCN2C(=O)CSC2=O)s1	6	19	95	1.1	0	103	-0.2	-19	-4	3.0
Cc1nc(NC(=O)CC(C)C)sc1-c1csc(Nc2ccc(Cl)cc2Cl)n1	-9	2	108	0.98	0	105	0.0	-2	-4	0.8
Cc1ccc2oc(=O)c3cnn(CC(=O)NC4CCC(C)CC4)c3c2c1 (configuration not stated)	.	-6	.	1	.	.	.	6	-5	1.7
O=C(Nc1cccc(-c2nc3ccccc3s2)c1)c1cc(=O)c2ccccc2o1	-10	26	109	0.65	-8	102	-0.3	-26	2	5.5
CC1=C(C(=O)OCCOC(C)C)C(c2cc3c(cc2Br)OCO3)CC(=O)N1 (configuration not stated)	11	-1	90	0.92	5	97	-0.1	1	-11	1.2
Cn1nc(-c2ccccc2)c(C(O)c2ccc(Cl)cc2)c1Cl (configuration not stated)	-2	.	102	1	-5	109	0.4	.	-4	2.9
COc1ccc(Cl)cc1N(C(=O)Nc1cccc(Cl)c1)C1=NCC(C)S1 (configuration not stated)	-3	3	103	1.1	5	99	-0.1	-3	-7	-0.1
COc1cccc(CSc2nnnn2-c2ccc(O)cc2)c1	-6	-5	102	1.1	-1	105	0.0	5	-3	2.0
CCOc1ccc(-c2n[nH]c(=S)o2)cc1	-4	3	102	1	3	103	-0.1	-3	38	-1.6
CCOC(=O)Cc1nnc(NC(=O)CSc2ccc(Cl)cc2)s1	9	16	92	0.95	18	87	-0.1	-16	-10	4.8
COc1cccc(C(=O)Cn2c(=O)n(CCC(=O)NCC3CCCO3)c(=O)c3cc(OC)c(OC)cc32)c1 (configuration not stated)	-13	6	109	0.87	-8	111	-0.5	-6	-8	1.3
Cn1nnnc1SCC(=O)NC(=O)NCc1ccccc1	-12	-5	110	1.2	3	100	-0.2	5	-6	0.4
Cc1cccc(/N=C/c2nc(-c3ccccc3Br)oc2O)n1	7	3	94	2.1	7	101	-0.2	-3	24	8.1
COc1cccc2c1OC1(C)CC2NC(=O)N1 (configuration not stated)	2	13	98	1.1	2	96	-0.1	-13	-4	2.1
N#Cc1cc(C(=O)c2cc(F)ccc2O)cn(Cc2ccccc2)c1=O	18	12	83	0.87	8	103	-0.3	-12	-4	-1.5
CCC1(C)Cc2c(sc3nnn(CC(=O)Nc4ccc(Cl)cc4)c(=O)c23)CO1 (configuration not stated)	3	11	97	0.71	13	94	-0.3	-11	-7	4.2
O=C(NC1CCCCC1)c1cc(Cl)nc2ccccc12	-9	0	108	0.83	-13	113	-0.2	0	0	0.4
CCOC(=O)N1CCN(C(=O)c2cnsn2)CC1	-12	18	111	0.86	7	98	0.3	-18	-7	2.8
CC(=O)C(C(C)=O)c1c(Cl)c(O)c(O)c2c(C(=O)c3ccccc3)coc12	1	-8	99	0.72	15	89	-0.2	8	-2	6.2
CC(O)c1nc2ccccc2n1Cc1nnc(-c2ccc(Cl)cc2)o1 (configuration not stated)	-15	33	114	1.2	16	89	-0.1	-33	0	1.7
CN(C)CCNc1nc2c(c(=O)[nH]c(=O)n2C)n1CC(O)COc1ccc(Cl)cc1 (configuration not stated)	2	10	98	0.97	1	101	-0.4	-10	2	2.8
Cc1ccc(OCc2nnc(NC(=O)OCC(C)C)s2)cc1	-3	3	103	1.2	-3	105	-0.4	-3	-7	0.2
OCCCc1nc2n(n1)C(c1cccs1)C=C(c1ccccc1)N2 (configuration not stated)	-5	-2	104	0.46	22	86	-0.4	2	-4	0.3
CCCC1CC(=O)OC1(C)C(=O)CSc1n[nH]c(-c2ccccc2)n1 (configuration not stated)	-6	-16	105	1.4	6	95	-0.3	16	-4	2.0
N#CC1=C(N2CCCCC2)c2cc3c(n2C1=O)CCCC3	6	8	94	1	11	94	-0.5	-8	-1	-1.3
O=C(O)CNC(=O)CC12CC3CC(CC(C3)C1)C2	6	6	94	0.96	2	100	0.3	-6	-5	1.7
COC(=O)CC/C(O)=C1\C(=O)CC(C)(C)CC1=NCc1nc2ccccc2[nH]1	4	-2	95	1	6	99	-0.3	2	-7	0.1
CCc1ccc(OCC(=O)NC(NC(=S)Nc2ccc(C)cc2C)C(Cl)(Cl)Cl)cc1 (configuration not stated)	2	-9	99	0.89	11	95	-0.1	9	-6	1.9
OCc1ccc(O)c2ncccc12	-2	-36	102	1.5	1	103	-0.2	36	-7	3.4
CCOc1ccc(/C=C/C(=O)Nc2ccc3[nH]c(=O)[nH]c3c2)cc1	-9	12	108	0.98	6	98	0.0	-12	1	4.7
CS(=O)(=O)N1CCC(C(=O)Nc2ccc(Cl)c(C(F)(F)F)c2)CC1	17	-9	84	0.93	6	97	0.1	9	-7	1.5
N#Cc1c(NCc2ccccc2)ccnc1NCc1cccnc1	10	-7	91	0.63	32	72	-0.4	7	-4	0.1
C/C(Cn1nnc([N+](=O)[O-])n1)=N\NC(=O)c1ccccc1	-13	38	111	1.3	26	83	0.0	-38	-8	-0.9
Clc1ccc(C2CC(c3ccccc3)Nc3ncnn32)cc1 (configuration not stated)	15	-3	86	1	-2	101	-0.2	2	-2	0.0
O=C(N/N=C/c1ccsc1)c1cc(O)cc(O)c1	-12	12	111	1.3	-3	113	-0.1	-12	36	-0.1
Cc1c(C(=O)Nc2cnccn2)oc2ccccc12	-23	28	121	4.7*	-24	124	-0.1	-28	8	1.4
CCC(C)[C@H](NC(=O)NCCCn1ccnc1)C(=O)OC (some centres not stated)	-5	-18	104	0.89	-1	99	-0.4	18	-8	0.9
Cc1cccc(OCC(=O)Nc2ccc3c(c2)OCCO3)c1	-4	107	104	1.6	14	89	0.0	-107	54*	0.5
CCOC(=O)c1ccc2[nH]c3c(c2c1)CCCCC3=O	-17	27	115	1.2	14	92	-0.3	-27	-9	2.2
NS(=O)(=O)c1ccc(NC(=O)c2ccccc2Cl)cc1	-1	11	101	1.1	9	94	0.0	-12	-6	-0.1
Cn1c(=O)oc2cc(S(=O)(=O)N3CCCC(C(=O)Nc4ccc5c(c4)OCCO5)C3)ccc21 (configuration not stated)	15	13	86	0.81	16	91	-0.3	-13	-1	4.9
CCOc1cccc(C(=O)Nc2cccc(-c3nnc(-c4ccccc4)o3)c2)c1	-1	5	100	0.8	20	86	-0.2	-4	0	2.9
O=c1c2ccccc2nnn1Cc1nnc(-c2ccccc2Br)o1	-9	13	108	1.4	-3	107	-0.3	-13	3	4.4
CCN(CC)CCN1C(=O)C(=O)/C(=C(/O)c2ccncc2)C1c1ccccc1 (configuration not stated)	-7	-5	106	1.1	6	97	0.1	5	-6	0.3
c1ccc2nc3ccccc3nc2c1	-4	21	104	0.91	3	108	-0.1	-21	4	-0.1
CCCCn1c(=O)[nH]c(=O)c2c1nc(-c1ccc(C#N)cc1)n2C1CCCC1	4	12	97	1.1	3	105	0.2	-12	-6	4.7
CC1(C)Cc2c(cnn2-c2ccccc2)-c2c1c1ccccc1n2CC(O)CBr (configuration not stated)	-4	-11	104	1.1	2	102	-0.2	11	-8	6.9

# The results go on.
compound	STAT1 blocker	APP 5'UTR act	STAT1 act	NF-kB expr up	STAT3 blocker	STAT3 activator	Hsp70 act	APP transl inh	FLuc inh counter	RAM inhibit
COC(=O)C1=CN(CCCN2CCCC2=O)C=C(C(=O)OC)C1c1ccccc1C(F)(F)F	-3	-39	102	1.1	8	99	-0.4	39	-8	1.6
O=C(O)CCS(=O)(=O)c1ccccc1Cl	3	10	97	0.9	2	103	-0.2	-10	-4	0.4
O=C(/C=C/c1ccc(F)cc1)NNC(=O)CCN1CCN(Cc2ccccc2)CC1	4	-29	96	1.8	20	87	0.2	29	-1	1.2
COc1cc(OC)c(/C=N/NC(=O)c2ccncc2)cc1Br	-7	7	105	0.83	16	91	-0.4	-7	-5	0.2
O=C(NCCN1CCOCC1)c1cnn2c(-c3ccccc3)cc(-c3ccccc3)nc12	-4	-7	103	0.53	10	92	-0.4	8	-5	-0.8
CC1CC(C)(C)NC(=S)N1CCCC(=O)N1CCN(c2ccc(F)cc2)CC1 (configuration not stated)	-1	-15	101	0.84	-2	99	-0.1	14	-6	-0.1
CCOC(=O)C1(Cc2ccc(Cl)cc2)CCN(C(=O)CCc2ccncc2)CC1	-3	17	101	1.2	-1	104	-0.2	-17	5	-1.4
CCCOc1cccc(C2/C(=C(/O)c3ccc(OC)cc3)C(=O)C(=O)N2CCN(C)C)c1 (configuration not stated)	1	10	99	1.2	-1	103	-0.1	-10	-4	0.4
COc1ccc(C(=O)NCC(=O)Nc2ccccc2)cc1OC	5	.	95	0.92	0	103	-0.2	20	-6	0.9
COc1ccc(N(C2CSC2)S(=O)(=O)c2ccccc2)cc1	-1	-3	101	1	9	95	-0.3	3	-1	3.6

# Compound activity: PubChem, several laboratories
